XIAP antagonists = XIAP antagonists, biochemical, IAP family, fluorescence polarization (AID 1018); 0.007% of 200,000 active; displacement, % at 20 µM; hits with a dose series show IC50 in µM; XIAP BIR domain, fluorescence polarization peptide displacement; higher % means a stronger effect; in the data active = displacement above about 50%; also: a part of the inactive calls stands beside numbers as strong as those of hits
WT yeast gro inh = growth inhibition of WT yeast, mitochondrial fusion screen; mitochondrial fusion phenotypic screen, WT strain; inhibition, % at 10 µM; 2.1% of 190,000 active; AID 1362; in the data active = inhibition above about 58%; tested in S. cerevisiae
Myeloid diff 2 = compounds promoting myeloid differentiation | calls only at 10 µM | 1% of 360,000 active | ER-HoxA9 myeloid progenitors, lysozyme-GFP differentiation, flow cytometry | AID 624256;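 active = normalized GFP-positive differentiation at or above the plate's own cutoff, the solvent-only control mean plus 3 SD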;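 also: cells exposed to compound for four days before flow analysis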
SIAH1 antagonists = Siah-1 peptide-binding antagonists, primary screen, biochemical, fluorescence polarization, rhodamine-plectin, uHTS (AID 1817); Siah-1 / rhodamine-plectin peptide fluorescence polarization; higher % means a stronger effect; displacement, % at 20 µM; hits with a dose series show IC50 in µM; 0.02% of 290,000 active;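 active = displacement of at least 50% at 20 µM, with a fluorescence ratio check between 0.3 and a set limit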;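 also: plate controls were Siah plus tracer with DMSO for no effect and tracer alone without Siah for full effect; strong numbers were not always called active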
RSV CPE inhibition = RSV antiviral activity via CPE protection, HEp-2 cells, primary 10 µM value included (AID 2391) | HEp-2 cells, RSV-induced CPE inhibition; higher % means a stronger effect | 0.13% of 310,000 active | one-dose CPE inhibition, % at 10 µM; IC50 in µM for titrated hits; in the data active = a potency from the dose series; also: strong numbers were not always called active
TNAP activators = stimulation of alkaline phosphatase TNAP activity – biochemical, luminescent, no phosphate acceptor, uHTS, primary screen (AID 1001); 0.03% of 200,000 active; activation fold at 20 µM; hits with a dose series show EC50 in µM; purified TNAP, luminescent activation assay, no phosphate acceptor; higher activation fold means a stronger effect; in the data active = activation fold from about 3, or a potency from the dose series; inactive = the rest, 99 in 100 with activation fold below about 1.6; also: many of its hits are not listed in these tables
PMI inhibitors = MPI enzyme activity inhibition – biochemical, fluorescence intensity, coupled assay, primary screen (AID 1209); 0.42% of 190,000 active; one-dose inhibition, % at 20 µM; IC50 in µM for titrated hits; purified PMI enzyme, coupled fluorescence intensity; higher % means a stronger effect;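 also: plate controls were DMSO vehicle for no effect and wells lacking substrate for full effect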
PhoP inhibition = PhoP-dependent GFP reporter repression – Salmonella Typhimurium, primary screen (AID 1863); inhibition, % at 50 µM; hits with a dose series show IC50 in µM; 0.16% of 300,000 active; S. Typhimurium PhoP-regulated promoter GFP reporter, 4 h; higher % means a stronger effect;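 active = inhibition over 29.93%, a cutoff 3 SD above the screen mean, later confirmed by dose response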;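 also: 0% = low Mg2+ inducing control and 100% = high Mg2+ repressing control; strong numbers were not always called active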
human PMI inhibitors = MPI inhibition at elevated mannose 6-phosphate – biochemical, fluorescence intensity, high mannose 6-phosphate, primary screen (AID 1220); inhibition, % at 20 µM, or IC50 in µM where a hit was titrated; recombinant PMI enzyme, coupled fluorescence intensity; higher % means a stronger effect; 0.66% of 190,000 active
WT yeast gro inh mutant strain = recorded beside WT yeast gro inh, whose call it bears; inhibition, %; mitochondrial fusion phenotypic screen, mutant strain inhibition
Myeloid diff 2 GFP+ MAC1+ % = second read-out of Myeloid diff 2, no call of its own (marks repeat the call); GFP+ MAC1+ double positive, %; measured here: differentiation confirmed by MAC1 staining
* hit, by the source's call; i = inactive; x = no result given. Rule as the data show it, unless noted: active = inhibition above about 50%; inactive = the rest.

Fields – XIAP antagonists | WT yeast gro inh | WT yeast gro inh mutant strain | Myeloid diff 2 | Myeloid diff 2 GFP+ MAC1+ % | SIAH1 antagonists | RSV CPE inhibition | TNAP activators | PMI inhibitors | PhoP inhibition | human PMI inhibitors
1	CC(=O)c1c(C)[nH]c(C(=O)Nc2cccnc2)c1C
→ -12% | 1 | 4 | i | 0.6 | 0% | 2.3% | 1.1 | 0% | 4% | 1%
2	CCOC(=O)CNC(=O)CSc1nnc(-c2ccccc2)c(-c2ccccc2)n1
→ -3.6% | 13 | -3 | i | 0.7 | 11% | 1.1% | 1 | 5% | 1% | 1%
3	COc1cccc(NC(=O)c2ccccc2Br)c1
→ x | x | x | i | 0.6 | 9% | 3.1% | x | x | 5% | x
4	Cc1ccc(CCNC(=O)C23CN(Cc4ccccc4)CC2C(c2ccc([N+](=O)[O-])cc2)=NO3)cc1 (stereo not given)
→ -1.3% | 13 | -13 | i | 0.5 | -6% | 7.2% | 1 | -4% | -1% | -17%
5	N#CC(c1ccc(Cl)cc1)c1ncc(C(F)(F)F)cc1Cl (stereo not given)
→ -1.7% | 7 | 5 | i | 1.1 | 2% | 0.5% | 1 | 6% | 0% | 4%
6	O=C(O)CCCC(=O)NS(=O)(=O)c1ccc(Cl)cc1
→ -3.1% | -19 | -33 | i | 1.4 | 2% | 0.0% | 1.1 | -9% | 6% | -13%
7	Cc1ccc(C)c(NC(=O)c2ccccn2)c1
→ -7.3% | -3 | 0 | i | 1.2 | 1% | 0.7% | 1 | 0% | -1% | -6%
8	O=C1CC(c2ccccc2)CC(O)=C1C=NCC1CCCO1 (stereo not given)
→ -4.2% | -2 | 13 | i | 0.5 | -6% | 3.0% | 1.1 | 1% | -7% | -1%
9	CCC(=O)N1CCc2cc(S(=O)(=O)CCC(=O)N3CCN(c4ccc(F)cc4)CC3)ccc21
→ x | x | x | i | 3.3 | 1% | 3.9% | x | x | -1% | x
10	Cc1cccc(NC(=O)c2sc(Cl)nc2C)c1C
→ -5.2% | 13 | 7 | i | 1.3 | -6% | 0.1% | 1 | -16% | -5% | -16%
11	C=C1CCC(C)C(C)(CCC2=CCOC2=O)C/C=C\C=C/1C(=O)O (stereo not given)
→ x | x | x | i | 3.9 | -4% | 3.2% | x | x | 14% | x
12	CC1(C)C(=O)C2(CCCCC2)C(=O)OC1c1cccc([N+](=O)[O-])c1 (stereo not given)
→ -6.7% | 7 | 1 | i | 0.6 | -2% | 0.0% | 1.1 | 6% | -15% | -4%
13	CC(C)NCCOCCOc1ccccc1F
→ -2.0% | 19 | 22 | i | 1.1 | 0% | -0.1% | 1.1 | -4% | 8% | -9%
14	CCCOc1ccc(S(=O)(=O)NCCN2CCOCC2)c2ccccc12
→ 3.3% | 5 | 9 | i | 0.5 | 6% | 0.6% | 1 | 11% | 12% | 2%
15	COc1cccc(CN2CC(C(=O)NCCc3ccc(C)s3)CCC2=O)c1 (stereo not given)
→ x | x | x | i | 0.7 | -5% | 0.2% | x | x | -6% | x
16	COC(=O)C1=C(C)NC(C)=C(C(=O)OC)C1c1cn(-c2ccccc2)nc1-c1ccco1
→ -0.3% | x | x | i | 0.7 | 4% | 4.5% | 1.1 | 17% | -3% | 26%
17	COc1ccccc1Nc1nc(=O)[nH]nc1C
→ 1.1% | -7 | 12 | i | 7.5 | -1% | -0.3% | 1.2 | 2% | -2% | 0%
18	N=C1S/C(=C\c2ccc(O)cc2)C(=O)N1c1ccc(F)cc1
→ -4.8% | -3 | 15 | x | x | 15% | -1.7% | 1 | -16% | -9% | -9%
19	CCN(CC)c1cc(-c2ccccc2)ncn1
→ -0.7% | 1 | 2 | i | 0.1 | 7% | 9.6% | 1.1 | -12% | 10% | -9%
20	COc1ccc(C(=O)CC(c2ccccc2)S(=O)(=O)c2ccc(C)cc2)cc1 (stereo not given)
→ -3.2% | -16 | -6 | x | x | 5% | 1.0% | 1 | -16% | -9% | -3%
21	Cc1cc(N)n2nc(C)c(-c3ccccc3)c2n1
→ -8.2% | 7 | 12 | i | 1.1 | 1% | 3.9% | 1.1 | 6% | 0% | -1%
22	Cn1c(SCC(=O)N/N=C/c2cc([N+](=O)[O-])ccc2O)nnc1-c1ccccc1
→ x | x | x | i | 0.4 | 20% | -0.4% | x | x | -2% | x
23	CCOCCCNc1nc(C)nc2c1nnn2Cc1c(F)cccc1Cl
→ -6.2% | 4 | 17 | i | 0.6 | 3% | 2.1% | 1 | 0% | -10% | -4%
24	COC(=O)c1cccc(NC(=S)NCc2ccc(Cl)cc2)c1
→ -0.5% | 15 | 23 | i | 1.2 | 6% | 0.1% | 1.2 | 12% | 6% | 14%
25	CC(=O)Nc1ccc(OCCOc2ccc(NC(C)=O)cc2)cc1
→ x | x | x | i | 0.1 | 5% | 1.1% | x | x | -6% | x
26	CC(=O)N1CCN(c2nc(N)c(C#N)c(CC#N)c2C#N)CC1
→ x | x | x | i | 0.4 | 1% | 1.3% | x | x | -5% | x
27	N#CC(c1ccccc1F)(c1ncc(C(F)(F)F)cc1Cl)N1CCOCC1 (stereo not given)
→ -1.6% | 4 | 16 | i | 5.4 | 1% | 0.5% | 1.1 | 2% | -12% | 0%
28	Cc1ccc(/C=C2\C(=N)N3N=C(CC(=O)N4CCCCC4)SC3=NC2=O)cc1
→ x | x | x | i | 0.5 | -3% | 7.4% | x | x | -13% | x
29	Cn1cnnc1SCC(=O)Nc1c(F)cc(F)cc1Br
→ -5.7% | 2 | 12 | i | 1.2 | 4% | 0.7% | 1.1 | -1% | 2% | -3%
30	COc1ccc(NC(C)=O)cc1NC(=O)CSc1nnc(C2CCCCC2)n1N
→ x | x | x | i | 0.6 | -3% | 0.8% | x | x | -4% | x

Record cards (already shown). Values in the order: XIAP antagonists	WT yeast gro inh	WT yeast gro inh mutant strain	Myeloid diff 2	Myeloid diff 2 GFP+ MAC1+ %	SIAH1 antagonists	RSV CPE inhibition	TNAP activators	PMI inhibitors	PhoP inhibition	human PMI inhibitors
CC(=O)N1CCN(c2nc(N)c(C#N)c(CC#N)c2C#N)CC1 across the screens: x	x	x	i	0.4	1%	1.3%	x	x	-5%	x
N#CC(c1ccccc1F)(c1ncc(C(F)(F)F)cc1Cl)N1CCOCC1 (stereo not given) across the screens: -1.6%	4	16	i	5.4	1%	0.5%	1.1	2%	-12%	0%
CC1(C)C(=O)C2(CCCCC2)C(=O)OC1c1cccc([N+](=O)[O-])c1 (stereo not given) across the screens: -6.7%	7	1	i	0.6	-2%	0.0%	1.1	6%	-15%	-4%
CCCOc1ccc(S(=O)(=O)NCCN2CCOCC2)c2ccccc12 across the screens: 3.3%	5	9	i	0.5	6%	0.6%	1	11%	12%	2%

Returning to the listing with the two entries that preceded the break.
Fields – XIAP antagonists | WT yeast gro inh | WT yeast gro inh mutant strain | Myeloid diff 2 | Myeloid diff 2 GFP+ MAC1+ % | SIAH1 antagonists | RSV CPE inhibition | TNAP activators | PMI inhibitors | PhoP inhibition | human PMI inhibitors
29	Cn1cnnc1SCC(=O)Nc1c(F)cc(F)cc1Br
→ -5.7% | 2 | 12 | i | 1.2 | 4% | 0.7% | 1.1 | -1% | 2% | -3%
30	COc1ccc(NC(C)=O)cc1NC(=O)CSc1nnc(C2CCCCC2)n1N
→ x | x | x | i | 0.6 | -3% | 0.8% | x | x | -4% | x
31	CS(=O)(=O)N1CCN(C(=O)c2csc3ccccc23)CC1
→ -0.1% | -10 | -6 | i | 0.9 | 2% | -0.6% | 1 | 4% | 23% | 3%
32	O=C(c1ccc2oc(CCc3ccccc3)nc2c1)N1CCC(O)CC1
→ x | x | x | i | 1.7 | 14% | 0.3% | x | x | -2% | x
33	O=C(Cn1nc(C(=O)O)c2ccccc2c1=O)NC12CC3CC(CC(C3)C1)C2
→ -4.2% | -6 | 12 | i | 0.6 | 17% | 0.6% | 1.1 | 11% | -10% | 11%
34	Cc1cc(-n2nnc3ccccc32)nc2ccccc12
→ -11% | -18 | -49 | i | 0.9 | 0% | 38% | 1.1 | 20% | -8% | 18%
35	COc1ccc(NC(=O)COc2ccc(C)cc2)c([N+](=O)[O-])c1
→ 1.3% | -12 | 13 | x | x | -4% | 0.6% | 1.1 | 8% | -6% | 11%
36	Cc1cc(OCC(=O)NCc2ccccn2)c2c(C)c(C)c(=O)oc2c1
→ x | x | x | i | 3.0 | 9% | -0.2% | x | x | -1% | x
37	COc1ccc(C(=O)Nn2c(SCC(=O)NCc3ccco3)nc3ccccc3c2=O)cc1
→ -11% | -1 | -5 | i | 1.4 | -1% | 1.0% | 1 | 5% | -7% | -3%
38	Clc1c(-c2nnc3n2CCC3)sc2ccccc12
→ -2.7% | -3 | 2 | x | x | 4% | 53% | 1 | 9% | 12% | 11%
39	O=C(CCN1CCCCCC1)Nc1cccc(Cl)c1
→ -12% | 18 | 7 | i | 3.9 | 3% | -0.7% | 1 | -1% | 3% | 0%
40	CC(NC(=S)Nc1ccc([N+](=O)[O-])cc1)c1ccncc1 (stereo not given)
→ 1.6% | -11 | -3 | i | 0.0 | 4% | 15% | 1 | 0% | 3% | -4%
41	O=C1CCC(=O)N1c1cccc(OS(=O)(=O)c2ccccc2)c1
→ -7.8% | -18 | 7 | i | 0.1 | 12% | 1.4% | 1.1 | -14% | -27% | -7%
42	CCNC(=S)NS(=O)(=O)c1ccc(F)cc1
→ -8.1% | 7 | -1 | i | 0.7 | -2% | 2.8% | 1.1 | -3% | -9% | -15%
43	COc1cc(OC)c(C2CC(=O)N3CN(c4ccccc4)CSC3=C2C#N)cc1OC (stereo not given)
→ -3.3% | -8 | -22 | i | 0.7 | -1% | 0.0% | 1.1 | 41% | 8% | 31%
44	Cc1cc(OCCCn2ccnc2)ccc1C(C)C
→ -10% | 56 | 53 | i | 0.5 | 7% | 0.4% | 1 | -8% | -3% | -13%
45	CCCNC(=O)NCCC12CC3CC(CC(C3)C1)C2
→ -7.3% | 2 | 4 | i | 0.1 | 6% | -0.1% | 1 | -1% | 1% | 6%
46	CC1=C(C(=O)OCC2CCCO2)C(c2ccncc2)C2=C(CC(C)(C)CC2=O)N1 (stereo not given)
→ -13% | 18 | 2 | i | 1.7 | 3% | 0.8% | 1.1 | 14% | -5% | 16%
47	CC(=O)Nc1ccc2c(c1)OCCOCCOc1cc(NC(C)=O)ccc1OCCOCCOCCO2
→ -2.4% | -5 | -11 | x | x | -2% | 0.9% | 0.9 | -9% | -1% | -2%
48	Cc1ccc(-c2csc3ncnc(NCCN4CCOCC4)c23)cc1
→ -1.6% | 23 | 19 | i | 0.2 | -2% | 2.2% | 1.1 | -2% | -4% | -1%

Of the compounds above, 2 contain a CF3 group.
Fields – XIAP antagonists | WT yeast gro inh | WT yeast gro inh mutant strain | Myeloid diff 2 | Myeloid diff 2 GFP+ MAC1+ % | SIAH1 antagonists | RSV CPE inhibition | TNAP activators | PMI inhibitors | PhoP inhibition | human PMI inhibitors
5	N#CC(c1ccc(Cl)cc1)c1ncc(C(F)(F)F)cc1Cl (stereo not given)
→ -1.7% | 7 | 5 | i | 1.1 | 2% | 0.5% | 1 | 6% | 0% | 4%
27	N#CC(c1ccccc1F)(c1ncc(C(F)(F)F)cc1Cl)N1CCOCC1 (stereo not given)
→ -1.6% | 4 | 16 | i | 5.4 | 1% | 0.5% | 1.1 | 2% | -12% | 0%
